D1 agonist = human D1 receptor agonism | 1% of 360,000 active | HEK293 T-REx D1 cells, calcium flux, agonist mode | P21728 | AID 504660 | activation, % at 2 µM; in the data active = activation above about 30%; note: 0% is about no effect
Target sequence (P21728 whole entry, looked up): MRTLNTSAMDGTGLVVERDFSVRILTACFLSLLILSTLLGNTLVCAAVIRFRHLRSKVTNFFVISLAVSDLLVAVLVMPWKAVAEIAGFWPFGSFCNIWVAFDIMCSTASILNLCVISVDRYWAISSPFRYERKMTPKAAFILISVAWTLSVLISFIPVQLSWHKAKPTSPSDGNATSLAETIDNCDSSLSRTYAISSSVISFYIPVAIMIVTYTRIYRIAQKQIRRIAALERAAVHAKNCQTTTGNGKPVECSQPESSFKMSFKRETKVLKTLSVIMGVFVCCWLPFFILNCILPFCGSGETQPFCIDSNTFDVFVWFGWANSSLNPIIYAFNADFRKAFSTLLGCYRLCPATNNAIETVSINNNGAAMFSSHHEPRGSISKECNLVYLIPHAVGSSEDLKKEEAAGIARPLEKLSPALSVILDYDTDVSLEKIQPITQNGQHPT
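Tetracycline-induced HEK293 TREx D1 cells, force-coupled to calcium signalling, were dye-loaded with a no-wash calcium kit. Compound was pin-added after a 10 s baseline. Fluorescence was read kinetically at 1 cycle/s for 180 s, with calcium rises flagged as agonism.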
D1 antagonist = blocks dopamine activation of the human D1 receptor | P21728 | activity change, negative = inhibition, % at 10 µM | HEK293 TREx D1 cells, calcium flux, dopamine EC80; active compounds read low | 3.2% of 360,000 active | AID 504652; in the data active = activity change below about -30%; note: % is set by controls: 0 for no effect and ±100 for the full control effect
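Antagonism measured as reduced calcium response to an EC80 dopamine addition following 180 s compound pre-read; cells were inducible HEK293 Trex D1 plated overnight at 30 C, read kinetically at 1 cycle/sec.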
D1 potentiator = human D1 dopamine receptor positive modulation; P21728; HEK293 TREx D1 cells, calcium flux, dopamine EC20 potentiation; potentiation, % at 10 µM; 0.036% of 360,000 active; in the data active = potentiation above about 30%; note: 0% is about no effect
Glioma ERSR ind = ER stress response induction in glioma. U87-MG GRP78 promoter luciferase reporter, 16 h. Potency, µM, for the others: at the top dose activation, actives largely listed as activators. 0.02% of 420,000 active. AID 602332; note: potency is the fitted concentration of half-maximal effect; series mostly up to about 76 µM; % of control where 0% means no effect; nearly all actives have a fitted effect of over 35% in size
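Stably transfected U87-MG glioma cells carrying a GRP78-based luciferase sensor; 16 h compound incubation. Luminescence end-point read 10 min after Bright-Glo addition at room temperature.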
RXFP1 agonist = agonists of human relaxin receptor RXFP1; HEK293T-RXFP1 cAMP TR-FRET, 30 min; response scale: percent of porcine relaxin response, buffer zero; AID 2676; 0.3% of 370,000 active; Q9HBX9; Potency, µM (doses to about 57.5 µM), for the others: at the top dose activation, most hits filed as activators; note: potency is the fitted concentration of half-maximal effect; % is set by controls: 0 for no effect and ±100 for the full control effect; nearly all actives have a fitted effect of over 60% in size; many of its hits are not listed in these tables
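cAMP rise read by TR-FRET after 30 min, 37C compound exposure (up to 58 uM) in RXFP1-transfected HEK293 cells with Ro 20174 present. EC50 from Hill-equation fits, with 29 nM porcine relaxin as 100% and buffer as basal.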
RXFP1 antag = blocks the human relaxin receptor RXFP1. HEK293-RXFP1, relaxin-stimulated cAMP HTRF, 30 min; active compounds read low. activity change, negative = inhibition, % at 57.5 µM. 0.59% of 350,000 active. Q9HBX9;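 active = activity change of -60% or lower, but not beyond a set lower limit; inconclusive = change between -60% and -40%, or beyond the set limit; inactive = change above -40%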; note: % is set by controls: 0 for no effect and ±100 for the full control effect
D2 PAM = positively modulates the human D2 dopamine receptor allosterically; HEK293 T-REx D2, calcium flux, EC20 dopamine potentiation; 0.34% of 340,000 active; potentiation, % at 10 µM;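 active = potentiation over 3 SD above the plate norm, cut at about 30% in these data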; note: 0% is about no effect
Target sequence (P14416 whole entry, looked up): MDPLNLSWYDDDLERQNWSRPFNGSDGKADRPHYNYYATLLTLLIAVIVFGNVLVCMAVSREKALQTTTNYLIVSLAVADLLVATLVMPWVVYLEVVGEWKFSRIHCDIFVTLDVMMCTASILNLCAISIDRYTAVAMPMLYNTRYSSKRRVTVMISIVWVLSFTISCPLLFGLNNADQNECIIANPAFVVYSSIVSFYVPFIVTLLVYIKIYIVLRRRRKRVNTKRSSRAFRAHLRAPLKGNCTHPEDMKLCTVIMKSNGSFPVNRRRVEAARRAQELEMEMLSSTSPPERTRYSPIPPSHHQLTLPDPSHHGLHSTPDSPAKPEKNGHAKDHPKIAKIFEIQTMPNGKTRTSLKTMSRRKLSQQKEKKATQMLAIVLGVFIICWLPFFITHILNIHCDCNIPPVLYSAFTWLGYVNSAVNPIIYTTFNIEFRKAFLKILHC
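Using a no-wash calcium dye in inducible, force-coupled HEK293 Trex cells expressing D2, we tracked fluorescence each second for 180 s after compound, then for 180 s after EC20 dopamine to detect augmented signalling.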
Vif-APOBEC3G blk = Vif-A3G binding inhibition; Q9HC16; HeLa A3G-eYFP + Vif (tagged APOBEC3G with the HIV-1 protein that degrades it), YFP fluorescence, overnight; Potency, µM (top dose mostly 46.1 µM), for the others: at the highest dose activity, negative = active, actives largely listed as inhibitors; 0.076% of 410,000 active; AID 602310;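 note: potency is the fitted concentration of half-maximal effect; % is set by controls: 0 for no effect and ±100 for the full control effect; nearly all actives have a fitted effect of over 60% in size; hits raise eYFP signal because A3G escapes Vif-driven loss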
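HeLa cells stably expressing Vif and C-terminally eYFP-tagged A3G, seeded overnight at 37 deg C, then exposed to compound by pintool overnight at 37 deg C. Rise in yellow fluorescence (Ex 488/Em 500-530, Acumen) marks blocked Vif-driven A3G degradation.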
Vif-A3F inh = Vif-A3F binding inhibition; Potency, µM (doses to about 46.1 µM), for the others: top-dose activity, negative = active; HeLa A3F-eYFP + Vif (tagged APOBEC3F with the HIV-1 protein that degrades it), YFP fluorescence increase; 0.2% of 390,000 active; note: potency is the fitted concentration of half-maximal effect; % of control where 0% means no effect; nearly all actives have a fitted effect of over 65% in size
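HeLa cells stably expressing Vif plus C-terminally eYFP-tagged A3F were seeded, incubated overnight at 37 deg C, dosed with compound, incubated overnight again at 37 deg C. Yellow fluorescence (Ex 488/Em 500-530) reported blocked Vif-mediated A3F-eYFP degradation.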
* hit, by the source's call; u = inconclusive; x = not tested or not shown. Unless noted, calls come from the whole dose curve; as a rule, active = well fitted curve in the direction sought with a large enough effect; inconclusive = small, poorly fitted or top-dose-only effect, or another doubt; inactive = no such curve, though single readings can be large; an effect the other way counts as inactive or inconclusive. An excerpt. The share of hits here may be higher or lower than overall.

SMILES | D1 agonist | D1 antagonist | D1 potentiator | Glioma ERSR ind | RXFP1 agonist | RXFP1 antag | D2 PAM | Vif-APOBEC3G blk | Vif-A3F inh
Nc1nonc1-n1nnc(C(=O)N/N=C/c2cccc(F)c2)c1-c1ccccc1 | 13.5 | 13.9 | -8.7 | -5.9% | 1.6% | -13.0 | 10.8 | -2.6% | 2.7%
Nn1c(SCC(=O)N2CCN(S(=O)(=O)c3ccc(Cl)cc3)CC2)nnc1-c1cccs1 | 5.7 | 4.4 | -2.1 | -0.3% | 2.5% | -0.4 | -2.7 | 4.2% | 7.7%
Cc1cccc(OC2CCN(Cc3c(C(=O)N4CCCC4)nc4ccccn34)CC2)c1 | 6.8 | -44.2* | -0.8 | -1.6% | 0.3% | -3.6 | x | 1.9% | -1.9%
CC1(C)C2CCC(C2)C1(C)N=C1OC(CCl)CS1 (stereo not drawn) | 3.4 | 22.2 | 7.4 | -4.8% | 2.0% | -5.3 | 6.9 | 0.4% | -3.4%
C(=N\Nc1nc(N2CCCC2)nc(N2CCCC2)n1)/c1cccnc1 | 3.5 | 1.7 | -2.0 | -3.3% | 0.2% | -2.9 | -2.4 | -6.6% | 12.0%
COc1cccc(NC(=O)Cc2ccc(NC(=O)N3CCCCc4ccccc43)cc2)c1 | 3.2 | -1.3 | -2.6 | 0.8% | -1.2% | x | x | 1.1% | -6.7%
CC1CC(C)CN(c2oc(-c3ccccc3F)nc2C#N)C1 (stereo not drawn) | 3.6 | 1.1 | 5.3 | -3.7% | 3.7% | -15.8 | 8.9 | 5.0% | 12.5%
CCC1(c2ccccc2)NC(=O)N(CC(=O)N(C)Cc2c(F)cccc2Cl)C1=O (stereo not drawn) | 1.7 | -3.3 | -7.0 | -2.7% | -4.7% | 8.3 | 1.5 | -5.8% | -13.3%
CCN1CCSc2ccc(C(=O)NCc3ccccc3C)cc21 | 1.7 | -27.4 | -12.9 | 2.2% | 11.3% | 3.1 | -17.3 | -3.4% | 0.2%
CC(C)OCCCNC(=O)c1cn(C)c2ccc(S(=O)(=O)N3CCCCCC3)cc2c1=O | 3.5 | -34.2* | -0.4 | -4.2% | 7.6% | -4.0 | 0.7 | 1.1% | -4.1%

Next part, starting with the last three of the part before.
SMILES | D1 agonist | D1 antagonist | D1 potentiator | Glioma ERSR ind | RXFP1 agonist | RXFP1 antag | D2 PAM | Vif-APOBEC3G blk | Vif-A3F inh
CCC1(c2ccccc2)NC(=O)N(CC(=O)N(C)Cc2c(F)cccc2Cl)C1=O (stereo not drawn) | 1.7 | -3.3 | -7.0 | -2.7% | -4.7% | 8.3 | 1.5 | -5.8% | -13.3%
CCN1CCSc2ccc(C(=O)NCc3ccccc3C)cc21 | 1.7 | -27.4 | -12.9 | 2.2% | 11.3% | 3.1 | -17.3 | -3.4% | 0.2%
CC(C)OCCCNC(=O)c1cn(C)c2ccc(S(=O)(=O)N3CCCCCC3)cc2c1=O | 3.5 | -34.2* | -0.4 | -4.2% | 7.6% | -4.0 | 0.7 | 1.1% | -4.1%
Cc1ccc(C)c2c1cc(C)c1nnc(SCC(=O)c3cccs3)n12 | 0.2 | 7.0 | 3.0 | -1.8% | 1.1% | -6.7 | 0.3 | 0.9% | -10.6%
CCC(/C=N/NC(=O)C(=O)N/N=C/C(CC)CC)CC | 1.7 | 17.9 | -3.3 | -6.5% | 0.0% | 1.7 | -0.2 | -0.3% | 0.0%
CN(CCC#N)C(=S)Nc1ccc(Oc2ccccc2)cc1 | 3.4 | -6.0 | -0.1 | 1.2% | 0.7% | -2.8 | 6.4 | -3.1% | 1.7%
O=S(=O)(NCC(c1cccnc1)N1CCN(Cc2ccccc2)CC1)c1cc(F)ccc1F (stereo not drawn) | 1.0 | -1.8 | -2.4 | -4.2% | 3.1% | 3.5 | -14.7 | 1.5% | 0.1%
CCC(Sc1nc2ccccc2[nH]1)C(=O)Nc1ccc(NC(C)=O)cc1 (stereo not drawn) | 3.8 | -5.4 | -3.9 | -3.6% | 1.7% | 2.9 | 12.9 | -11.5% | u
OCn1ncn(-c2ccccc2)c1=S | 0.8 | 1.3 | -3.6 | -0.9% | 1.1% | -15.4 | -1.9 | -4.9% | -0.8%
CC1CCCN(c2c([N+](=O)[O-])cc(C(=O)O)cc2[N+](=O)[O-])C1 (stereo not drawn) | -1.3 | -11.8 | -7.7 | -3.4% | 0.0% | -11.6 | 9.9 | -6.1% | 6.6%
Cc1nn(-c2ccccc2)c(C)c1/C=C/C(=O)OC(C)C(=O)Nc1ncc(Cl)cc1Cl (stereo not drawn) | 0.6 | -3.7 | -4.2 | -4.6% | 0.7% | -0.9 | -21.6 | 1.0% | -22.1%
CCCN1C2CCCC1CC(NC(=O)c1ccccc1OC)C2 (stereo not drawn) | -3.0 | 20.3 | -4.0 | -2.5% | -2.7% | -1.5 | 5.0 | 2.9% | -0.4%
Cc1cc(C(=O)CSc2nn3c(=O)c(C(C)(C)C)nnc3s2)c(C)n1C1CC1 | 1.3 | -21.7 | 0.0 | 2.4% | 5.3% | -15.5 | 5.1 | -9.8% | -6.2%
C/C(CC(=O)Nc1ccc(F)cc1F)=N\NC(=O)C(=O)N1CCCCC1 | 4.1 | 20.4 | x | x | -1.3% | x | -4.4 | x | x
O=C1C2CC=CCC2C(=O)N1c1ccc(NCCc2ccccc2)c([N+](=O)[O-])c1 (stereo not drawn) | 2.8 | -3.9 | -11.4 | -2.3% | 0.5% | -8.0 | 2.9 | 0.2% | 4.7%
O=C(NCCCn1ccnc1)C1CCN(S(=O)(=O)c2cc([N+](=O)[O-])ccc2Cl)CC1 | x | x | x | -3.3% | x | 1.8 | x | 0.3% | 1.7%
CCc1c(C)[nH]c2ccccc2c1=O | 4.0 | -9.2 | 0.3 | -4.0% | 1.8% | -4.7 | 6.3 | -1.0% | -8.9%
CCCC(=O)N(Cc1cc(=O)[nH]c2ccccc12)c1ccc(OC)cc1 | 0.2 | -20.2 | -0.6 | -3.9% | 0.1% | 0.8 | 0.3 | -5.1% | -4.6%
Cc1ccc(CN2C(=O)c3ccccc3Sc3ccc(C(=O)NC4CCCC4)cc32)cc1 | 3.5 | -12.9 | -1.7 | -3.2% | 1.7% | -10.3 | 7.8 | -5.5% | -9.4%
Cc1cc(=O)[nH]c(SCC(=O)Nc2nc3ccccc3s2)n1 | -2.5 | -0.1 | 1.4 | 2.0% | -0.4% | -1.0 | 7.8 | -3.2% | -2.7%
CCN(CC(=O)Nc1c(F)cccc1F)C(=O)CCSc1ccc(F)cc1 | 5.1 | -0.6 | 5.0 | -4.6% | -0.1% | -1.1 | 6.5 | -0.8% | -12.7%
CC(NS(C)(=O)=O)C(c1cccs1)N1CCN(c2ccccc2)CC1 (stereo not drawn) | 0.6 | 22.7 | 4.3 | -2.0% | -2.8% | 6.2 | 25.8 | 0.7% | -6.3%
CN1CCN(c2nc3c(c(=O)n(C)c(=O)n3C)n2Cc2ccc(F)cc2)CC1 | 1.9 | 6.2 | -0.5 | -1.1% | 9.6% | -1.9 | 2.2 | 0.8% | 1.2%
CN=c1scc(C)n1/N=C/c1ccc(O)cc1 | 2.5 | -2.1 | -3.1 | -2.9% | -2.5% | -10.7 | 5.1 | -0.5% | 1.5%
CN(CCC#N)Cc1cc(=O)oc2ccc3ccccc3c12 | 5.8 | -1.3 | 0.0 | -5.2% | 2.4% | -7.6 | -4.6 | -6.1% | -11.6%
FC(F)(F)c1cnc(C(c2ccccn2)c2ncn[nH]2)c(Cl)c1 (stereo not drawn) | 2.0 | 3.0 | -3.5 | -4.2% | -2.9% | 10.4 | 10.3 | -6.7% | -2.3%
Cc1ccc(C(=O)NNS(=O)(=O)c2ccc(F)cc2)cc1 | 2.5 | -1.4 | 16.5 | -1.5% | 0.4% | 0.6 | -10.4 | 0.5% | -2.1%
Cc1ccc2[nH]c(=O)c(CN(CCc3ccccc3)Cc3nnnn3CC3CCCO3)cc2c1 (stereo not drawn) | -0.6 | 17.2 | -3.4 | -1.0% | 0.5% | 7.7 | 0.7 | 0.2% | 6.9%
CCCCC(=O)OC1=C(C(C)=O)N(Cc2ccccc2)S(=O)(=O)c2ccccc21 | -1.2 | -8.5 | 0.2 | -5.3% | 0.8% | -1.9 | 12.4 | 1.3% | -0.6%
CCOc1ccc(C(CC(=O)O)NC(=O)C2c3ccccc3Oc3ccccc32)cc1 (stereo not drawn) | 2.4 | 9.5 | -0.2 | 2.2% | 1.0% | -3.7 | -10.1 | 0.6% | 0.6%
CCCN(CCC)S(=O)(=O)c1ccc2c(c1)N(CC(=O)NC(C)c1ccccc1)C(=O)CS2 (stereo not drawn) | 1.1 | 7.0 | 0.6 | 2.6% | 4.7% | -14.3 | 9.8 | 4.5% | 3.6%
Cc1cc(NC(=O)COc2ccc(C)c(C)c2)no1 | 4.4 | 16.7 | 0.0 | 5.7% | 3.7% | -6.4 | -2.5 | -0.9% | 0.6%
Cc1ccc(Cn2nc(C)c(NC(=O)c3cc(-c4ccc(F)cc4)on3)c2C)cc1 | 2.8 | -27.3 | -0.2 | -4.7% | 1.4% | x | -4.5 | -5.9% | -3.5%
O=C(c1ccccc1NS(=O)(=O)c1cccc2cccnc12)N1CCOCC1 | 3.5 | -10.6 | -8.8 | -5.0% | 4.1% | 5.4 | 2.3 | 0.2% | -12.2%
Cc1ccc(-n2nc3c(N4CCC(C(=O)NC(C)C)CC4)nnc(C)c3c2C)cc1 | 3.4 | 10.0 | 2.5 | 0.1% | 13.8% | -10.2 | x | 0.0% | -16.4%
O=C1OCC2=C1C(c1ccc(F)cc1)CC(=O)N2c1ccc(F)cc1 (stereo not drawn) | 2.5 | 2.7 | -1.5 | x | -1.0% | x | -4.4 | x | x
CCCCn1c(-c2ccc(F)c(F)c2)nc2cc3[nH]c(=O)c(C(C)C)nc3cc21 | 0.3 | -1.4 | -12.7 | -3.9% | 2.2% | x | 8.0 | -7.8% | -7.3%
Cc1ccc(SCCC(=O)Nc2ccccc2Br)cc1 | 1.0 | -3.2 | -2.1 | 7.3% | -4.3% | -11.7 | 3.1 | -4.6% | 0.6%
COc1ccc(-c2cn3cccnc3n2)cc1NC(=O)CC(C)C | 0.8 | -6.0 | 2.6 | -0.9% | 8.1% | 3.0 | -7.8 | 0.5% | -5.8%
